Source: PubChem BioAssay (National Center for Advancing Translational Sciences (NCATS))
ALOX12 inh – Primary qHTS assay for inhibitors of human arachidonate 12S-lipoxygenase (ALOX12): Round 2 | purified 12hLO, xylenol orange hydroperoxide absorbance | 580,000 tested, 1.1% active | Polyunsaturated fatty acid lipoxygenase ALOX12 (Homo sapiens), P18054 | Potency, µM (series often up to 108 µM), for the others: at the highest dose activity change, negative = inhibition, actives largely listed as inhibitors; also: % is scaled to controls: 0 for no effect and ±100 for the full control effect
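Hydroperoxide product was detected by ferrous iron/xylenol orange as the 573 to 405 nm absorbance ratio. Arachidonic acid at 40 uM (final) was turned over for 30 min at room temperature by 150 nM human 12hLO, pH 7.0 Hepes buffer, after 15 min compound preincubation.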
HP1b binding inh – HTS for Inhibitors of HP1-beta Chromodomain Interactions with Methylated Histone Tails; AlphaScreen HP1-beta / biotin-H3K9me3 peptide binding; 390,000 tested, 0.56% active; Potency, µM (highest dose often 114 µM), for the others: at the top dose activity change, negative = inhibition, usual class: inhibitors; AID 540317, 2011; also: nearly all actives have a fitted effect of over 70% in size; inactives centre near 23
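Compound inhibition of the preformed complex between 50 nM HP1-beta and 50 nM biotinylated H3K9me3 peptide was read by AlphaScreen. Buffer was PBS pH 7.4 with 0.01% Tween-20. Incubations ran 30 min at room temperature, with 10 ug/mL donor/acceptor beads.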
ERG Ets-DNA blk – qHTS for Small Molecule Inhibitors of the ERG Ets/DNA interaction; Transcriptional regulator ERG (Homo sapiens), P11308; fluorescence polarization, His-ERG Ets domain / labelled DNA; Potency, µM (series often up to 76.9 µM), for the others: at the top dose FP activity, negative = inhibition, actives largely listed as inhibitors; 370,000 tested, 0.028% active; AID 624246, 2012; active = well fitted inhibition curve with a large enough effect in the polarisation, with a control signal flat; inconclusive = small, poorly fitted or top-dose-only effect, or effect the other way, or a change in a side signal; inactive = no such curve, though single readings can be large or run the other way; the % refers to the polarisation;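 also: polarization taken with two DNA probes labelled with fluorescein and Texas red; % of control where 0% means no effect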
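His-tagged ERG Ets domain (1 uM in the protein solution; 300mM KCl, 50mM Tris-HCl, 1mM EDTA, 1mM DTT, pH 7.5) received compound, then a probe mix of 5 nM fluorescein-DNA and 100nM Texas-615-DNA. Fluorescence polarization was read for both dyes.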
Tb PGK inh – qHTS Assay to Find Inhibitors of Phosphoglycerate Kinase; 380,000 tested, 0.043% active; PGK/GAPDH coupled, Kinase-Glo luminescence, 60 min; Potency, µM (doses to about 57.5 µM), inactives show top-dose activity change, negative = inhibition, usual class: inhibitors; Phosphoglycerate kinase, glycosomal (Trypanosoma brucei brucei), P07378; AID 602233, 2012; also: % is scaled to controls: 0 for no effect and ±100 for the full control effect; nearly all actives have a fitted effect of over 60% in size
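Recombinant glycosomal PGK reaction used 1,3-bisphosphoglycerate generated in-well by GAPDH (100nM final) in 100mM TEA pH 7.6, 5mM MgCl2, 0.01% Tween-20. After 60 minutes at room temperature, ATP was read by Kinase-Glo Plus luminescence end-point.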
JMJD2A Tudor – qHTS Assay for Inhibitors of JMJD2A-Tudor Domain | Potency, µM (top dose mostly 114 µM), inactives show at the top dose activity change, negative = inhibition, usual class: inhibitors | 390,000 tested, 4.4% active | AlphaScreen JMJD2A-Tudor / H3K4me3 peptide binding; also: % is scaled to controls: 0 for no effect and ±100 for the full control effect; nearly all actives have a fitted effect of over 50% in size
Target sequence (O75164 whole entry, looked up, the tested form may be a part): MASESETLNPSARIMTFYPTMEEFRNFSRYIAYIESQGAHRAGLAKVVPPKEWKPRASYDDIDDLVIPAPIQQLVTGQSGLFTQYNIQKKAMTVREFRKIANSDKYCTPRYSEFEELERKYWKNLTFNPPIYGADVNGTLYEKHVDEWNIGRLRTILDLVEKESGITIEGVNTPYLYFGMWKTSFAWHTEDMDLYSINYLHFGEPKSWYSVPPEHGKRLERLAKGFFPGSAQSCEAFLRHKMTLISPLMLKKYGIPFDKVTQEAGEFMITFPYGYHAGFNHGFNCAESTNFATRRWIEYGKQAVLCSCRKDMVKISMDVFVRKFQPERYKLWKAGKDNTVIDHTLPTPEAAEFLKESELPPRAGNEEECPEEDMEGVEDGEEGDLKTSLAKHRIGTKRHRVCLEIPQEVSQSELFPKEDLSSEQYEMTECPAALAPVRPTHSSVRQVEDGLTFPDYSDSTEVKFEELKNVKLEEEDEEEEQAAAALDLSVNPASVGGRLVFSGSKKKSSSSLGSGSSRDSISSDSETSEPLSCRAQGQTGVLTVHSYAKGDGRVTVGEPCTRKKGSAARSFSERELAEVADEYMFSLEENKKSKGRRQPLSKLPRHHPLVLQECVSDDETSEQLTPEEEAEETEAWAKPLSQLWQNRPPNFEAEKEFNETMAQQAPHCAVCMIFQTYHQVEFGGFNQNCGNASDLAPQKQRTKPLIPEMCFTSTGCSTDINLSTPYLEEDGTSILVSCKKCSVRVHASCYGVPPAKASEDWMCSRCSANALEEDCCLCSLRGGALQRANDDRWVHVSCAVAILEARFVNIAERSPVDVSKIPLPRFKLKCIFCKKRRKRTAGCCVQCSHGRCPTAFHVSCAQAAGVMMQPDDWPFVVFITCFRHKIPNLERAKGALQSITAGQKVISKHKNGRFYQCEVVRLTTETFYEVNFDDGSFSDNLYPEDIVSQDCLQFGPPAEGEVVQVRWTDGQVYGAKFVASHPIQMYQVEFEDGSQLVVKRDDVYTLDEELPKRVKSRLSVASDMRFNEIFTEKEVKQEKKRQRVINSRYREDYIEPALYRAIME
TrxR1 inh – qHTS Assay for Inhibitors of Mammalian Selenoprotein Thioredoxin Reductase 1 (TrxR1): qHTS; recombinant rTrxR1, NADPH fluorescence consumption, selenite substrate; 390,000 tested, 1% active; Thioredoxin reductase 1, cytoplasmic (Rattus norvegicus), O89049; Potency, µM (series often up to 114 µM), for inactives: at the top dose activity change, negative = inhibition, actives largely listed as inhibitors; also: % is scaled to controls: 0 for no effect and ±100 for the full control effect; nearly all actives have a fitted effect of over 65% in size
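Rat TrxR1 (90 nM in the dispensed reagent) was pre-reduced with 400 uM NADPH for 5 min at room temperature, then incubated with compound for 15 min. After 400 uM selenite was added, NADPH fluorescence (Ex 340/Em 450 nm) was followed for 8 min.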
GLS inhibitor – qHTS for Inhibitors of Glutaminase (GLS). AID 624170, 2012. 410,000 tested, 0.21% active. GLS enzymatic activity, qHTS titration. Glutaminase kidney isoform, mitochondrial (Homo sapiens), O94925. Potency, µM (series often up to 45.5 µM), inactives show at the top dose activity change, negative = inhibition, usual class: inhibitors; also: % is scaled to controls: 0 for no effect and ±100 for the full control effect
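Coupled fluorescence readout: glutamate oxidase/HRP/Amplex Red detect glutamate formed by hKGA from L-glutamine (1 mM solution added). Buffer 45 mM KH2PO4 pH 8.2, 0.02% Tween-20; reads at t0 and 30 min RT.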
RGS4 inh – Inhibitors of Regulator of G Protein Signaling (RGS) 4: qHTS. Potency, µM (top dose mostly 114 µM), for the others: at the top dose activity change, negative = inhibition, most hits filed as inhibitors. Transcreener GDP fluorescence polarization, RGS4-accelerated GTP hydrolysis. 390,000 tested, 0.039% active; also: % is scaled to controls: 0 for no effect and ±100 for the full control effect; nearly all actives have a fitted effect of over 75% in size; some results filed as inactive show a strong effect at the top dose
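MLSMR compounds (23 nl, pin-transferred) preincubated 10 min at room temperature with a 500nM (2x) first reagent, then RGS4 at 900nM (2x) plus Transcreener GDP mix added; fluorescence polarization (620/688 nm) read before and after 90 min at 30 °C.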
Pin1 inhibitor – qHTS Assay to Find Inhibitors of Pin1; 390,000 tested, 0.009% active; Pin1 FP peptide displacement, HiFluor488, 10 min; Potency, µM (highest dose often 115 µM), for the others: at the highest dose activity, negative = inhibition, hits mostly inhibitors; Peptidyl-prolyl cis-trans isomerase NIMA-interacting 1 (Homo sapiens), Q13526; active = well fitted inhibition curve with a large enough effect in the polarisation, with a control signal flat, not every such curve was filed as active; inconclusive = small, poorly fitted or top-dose-only effect, or effect the other way, or a change in a side signal; inactive = no such curve, though single readings can be large or run the other way; the % refers to the polarisation; also: % is scaled to controls: 0 for no effect and ±100 for the full control effect
* hit, by the source's call; i = inactive; ? = inconclusive; . = no result given; & = joins results of further samples; [ ] = dose if it differs, or a comment. Unless noted, calls follow the shape of the dose curve; as a rule, active = well fitted curve in the direction sought with a large enough effect; inconclusive = small, poorly fitted or top-dose-only effect, or another doubt; inactive = no such curve, though single readings can be large; an effect the other way counts as inactive or inconclusive. Potency is read from the fitted curve at half-maximal effect. A portion of the library (hit frequency here may not be typical).

mol	ALOX12 inh	HP1b binding inh	ERG Ets-DNA blk	Tb PGK inh	JMJD2A Tudor	TrxR1 inh	GLS inhibitor	RGS4 inh	Pin1 inhibitor
CC(C)NS(=O)(=O)c1ccc(OCC(=O)Nc2cccc(F)c2)cc1	1.3%	37.1%	-1.3%	5.5%	9.6%	25.4%	-1.9%	11.0%	-5.0%
Cc1nc2cc(S(=O)(=O)C(F)(F)F)ccc2s1	37.3%[activator]	59.1%[activator]	-6.8%	i	4.3%	8.9%[57.1 µM]	-11.5%	8.7%	-2.0%
O=C(Nc1ccnn1C1CCN(Cc2ccccc2)CC1)C1CCOC1 (stereo unspecified)	4.4%	15.8%	-8.6%	1.3%	-12.5%	5.3%	1.2%	-0.7%	-4.2%
COC(=O)c1ccccc1NC(=O)c1ccc(=O)n(Cc2cccc(C)c2)c1	0.0%	28.5%[57 µM]	-0.4%	6.6%	-7.7%	18.1%[57.1 µM]	-4.3%	-26.6%	16.2%
CON(c1nc(N(C)C)nc(N(C)C)n1)S(=O)(=O)c1ccccc1Cl	-2.5%	11.4%	-4.2%	.	0.0%	23.0%	3.2%	14.6%	?
CCO[C@@H]1OC(C(=O)NC2CC2)=C[C@H](c2c[nH]c3ccccc23)[C@H]1CCCO	-3.1%	24.3%	2.7%	2.5%	-12.0%	10.3%	15.6%	-22.5%	-3.2%
CCS(=O)(=O)N1CCN(C(=O)c2cc(OC)cc(OC)c2)CC1	-1.9%	19.6%	.	-9.4%	4.7%	17.6%	-0.1%	8.2%	-2.1%
Cc1cc(C)cc(NC(=O)CSc2nnc(-c3cc4occc4n3C)n2-c2ccccc2C)c1	?	2.8%	-2.3%	-8.6%	-35.3%	4.1%	9.9%	-13.8%	10.0%
COc1cc(CNc2ncc(-c3ccc(Br)cc3)n2C)cc(OC)c1O	?	-23.6%	2.6%	-0.9%	?	-39.5%	55.1%[activator]	21.5%	8.3%
CC1(C2CC2)NC(=O)N(CC(=O)Nc2ccccc2C#N)C1=O (stereo unspecified)	-1.6%	29.6%	2.3%	0.0%	-4.3%	7.8%[57.1 µM]	-3.1%	-1.9%	-4.8%
COc1cc(/C=C2\SC(=S)N(N3CCOCC3)C2=O)ccc1O	-11.7%	135.9%[activator]	110.2%[activator]	?	-19.6%	14.8%	1.1%	12.7%	9.4%
Nc1cccc(-c2ccc(CO)o2)c1	-1.3%	34.0%	-0.4%	8.6%	-17.9%	5.6%	8.5%	-15.9%	-2.4%
COc1ccc(C(=O)NNC(=O)CSc2nnc(C)n2C)cc1	-4.4%	12.5%	-5.0%	-3.6%	-5.6%	-21.3%	3.8%	-5.0%	-2.2%
COc1cc(NC(=O)c2cc3cc4ccc(OC)c(Cl)c4nc3s2)cc(OC)c1	-21.4%	28.4%[57 µM]	1.5%	-6.4%	-2.2%	-13.2%[57.1 µM]	1.3%	-28.2%	15.9%
CCN(CC)C(=O)C1=C(C)Nc2nc3ccccc3n2C1c1cccc(OC)c1 (stereo unspecified)	-21.6%&-18.7%	14.3%&35.7%	-2.9%&3.6%	-4.1%&-14.0%	-13.7%&-25.4%	11.1%	2.6%&1.9%	3.1%&-11.2%	-2.0%&-2.8%

Next part (2 carried over from the part before).
mol	ALOX12 inh	HP1b binding inh	ERG Ets-DNA blk	Tb PGK inh	JMJD2A Tudor	TrxR1 inh	GLS inhibitor	RGS4 inh	Pin1 inhibitor
COc1cc(NC(=O)c2cc3cc4ccc(OC)c(Cl)c4nc3s2)cc(OC)c1	-21.4%	28.4%[57 µM]	1.5%	-6.4%	-2.2%	-13.2%[57.1 µM]	1.3%	-28.2%	15.9%
CCN(CC)C(=O)C1=C(C)Nc2nc3ccccc3n2C1c1cccc(OC)c1 (stereo unspecified)	-21.6%&-18.7%	14.3%&35.7%	-2.9%&3.6%	-4.1%&-14.0%	-13.7%&-25.4%	11.1%	2.6%&1.9%	3.1%&-11.2%	-2.0%&-2.8%
O=c1cc(N2CCc3ccccc32)[nH]c(=O)n1Cc1ccc(F)cc1	-5.5%	4.0%	.	i	-12.4%	25.0%	17.6%	2.6%	-1.8%
Cn1cc(-c2ccccc2C(N)=O)c(=O)c2cc(Cl)ccc21	0.0%	31.3%	-3.6%	-9.6%	5.8%	28.6%[57.1 µM]	-14.0%	-22.6%	-2.7%
CC[C@]12c3[nH]c4ccc(Cl)cc4c3CCN1C(=O)[C@@H](CC(=O)NCCCN(C)C)C[C@@H]2C(=O)N1CCN(C(=O)c2ccco2)CC1	?	11.8%	12.2%	3.8%	-23.0%	6.2%	7.7%	14.0%	3.5%
CCN(CC)CCNC(=O)c1cc2c(=O)[nH]c3ccc(C)cc3c2s1	-9.3%	4.3%	2.5%	-1.7%	-8.6%	0.5%	-12.4%	4.7%	-6.4%
CCCCCCOc1ccc(-c2nc3ccc(Br)cc3c(=O)o2)cc1	0.9%	12.2%	-2.6%	-8.8%	-12.1%	5.6%	4.2%	-8.1%	-11.8%
Cc1ccc(OCC(=O)Nc2ccc(S(=O)(=O)N3CCN(C)CC3)cc2)cc1	-6.7%[57.4 µM]	52.5%[activator]	0.1%	6.1%	-13.0%	-5.8%	1.2%	6.0%	-0.3%
S=C(NC1CCCC1)N1CCN(c2ncccn2)CC1	-0.4%	42.6%[activator]	-20.2%	i	-2.1%	10.3%	-2.9%	-5.3%	5.4%
CCCCOc1ccc(Nc2nc(C)cc(C)c2C#N)cc1	-17.0%	40.6%[activator]	.	-3.3%	-3.4%	35.1%	4.8%	-7.6%	2.6%
CC(=O)NC12CC3CC(C)(C1)CC(NC(C)=O)(C3)C2	22.2%	7.6%	-6.9%	-3.2%	-17.7%	20.2%	-6.4%	10.9%	-3.6%
C=CCN1C2=NCCCN2c2ccccc21	-16.2%	31.9%	-14.6%	-0.2%	-3.3%	-4.5%	3.5%	15.2%	-3.0%
Cc1ccsc1/C=N\NC(=O)c1n[nH]c2c1CCC2	-13.4%	26.9%	-8.2%	?	-8.6%	-25.3%	-5.8%	-11.8%	-6.6%
C=CCc1cccc(/C=N/NC(=O)CCC(=O)Nc2ccc(C)cc2)c1O	12.9%	38.8%	0.3%	-3.3%	6.0%	20.1%	0.4%	-14.5%	-6.3%
Cc1nc(CN2CCN(C(=O)CCc3nnc(Cc4c[nH]c5ccccc45)o3)CC2)cs1	5.3%	32.9%	-9.7%	-1.9%	-12.5%	-5.8%	?	-7.3%	-3.0%
O=C(O)CNC(=O)/C(=C/c1ccco1)NC(=O)/C=C/c1ccccc1	-4.1%	29.0%	.	1.5%	-1.4%	11.1%	7.0%	-13.1%	19.2%
O=C(CN1CCN(C(=O)C2CCCO2)CC1)Nc1ccc(Cl)cc1 (stereo unspecified)	4.3%	12.0%	8.5%	i	-14.6%	-11.5%	4.4%	-2.7%	0.4%

(list continues)
mol	ALOX12 inh	HP1b binding inh	ERG Ets-DNA blk	Tb PGK inh	JMJD2A Tudor	TrxR1 inh	GLS inhibitor	RGS4 inh	Pin1 inhibitor
Cc1cccc(S(=O)(=O)N(CC(=O)Nc2ccccc2C)Cc2ccco2)c1	-7.5%	12.1%	3.1%	-3.2%	-15.8%	7.4%[57.1 µM]	6.4%	2.5%	2.7%
O=C(Cc1ccccc1)NCC(=O)Nc1cc(Cl)ccc1Cl	0.3%	0.6%	4.9%	0.2%	?	12.0%[57.1 µM]	-17.1%	?	-1.9%
Cc1ccc(COc2cccc3cc(-c4noc(-c5ccc(C)cc5)n4)c(=O)oc23)cc1	-13.8%	41.3%[activator]	-12.5%	i	-8.9%	4.9%	-6.9%	-6.6%	7.1%
COc1ccc(N2C(=O)S[C@@H]3CS(=O)(=O)C[C@@H]32)cc1	28.1%	15.6%	-5.3%	-0.7%	-7.2%	-16.7%	10.9%	18.6%	8.0%
CC1CCN(C(=O)C2c3ccccc3C(=O)N3CCc4ccccc4C23)CC1 (stereo unspecified)	7.3%	21.1%	-0.7%	i	?	13.6%[57.1 µM]	-0.8%	-8.9%	-9.9%
O=C(CC1C(=O)NCCN1Cc1cccc(Oc2ccccc2)c1)NCc1cccnc1 (stereo unspecified)	3.5%	11.8%	1.1%	1.7%	-26.6%	1.3%[57.1 µM]	-1.5%	-4.9%	-13.7%
CCn1cc(CN2CCCC(C(=O)Nc3ccc(-c4cscn4)cc3)C2)cn1 (stereo unspecified)	?	7.3%	3.6%	4.4%	-20.1%	-10.4%	2.4%	12.6%	-0.8%
CCOC(=O)c1c(C)n(C)c2cc(Br)c(C(=O)OC)cc12	-10.5%	12.0%	11.1%	i	-21.3%	12.2%[57.1 µM]	1.2%	20.2%	-7.9%
